# High-throughput results deposited in PubChem by The Scripps Research Institute Molecular Screening Center.
# MITF inh = blocks human microphthalmia-associated transcription factor | actives 0.91% (n = 650,000) | AlphaScreen MITF homodimerization, bead proximity signal | inhibition, % at 2.6 µM | O75030; in the data active means inhibition above about 50%;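 further: 0% = vehicle wells with protein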
# Target sequence (O75030 whole entry, looked up): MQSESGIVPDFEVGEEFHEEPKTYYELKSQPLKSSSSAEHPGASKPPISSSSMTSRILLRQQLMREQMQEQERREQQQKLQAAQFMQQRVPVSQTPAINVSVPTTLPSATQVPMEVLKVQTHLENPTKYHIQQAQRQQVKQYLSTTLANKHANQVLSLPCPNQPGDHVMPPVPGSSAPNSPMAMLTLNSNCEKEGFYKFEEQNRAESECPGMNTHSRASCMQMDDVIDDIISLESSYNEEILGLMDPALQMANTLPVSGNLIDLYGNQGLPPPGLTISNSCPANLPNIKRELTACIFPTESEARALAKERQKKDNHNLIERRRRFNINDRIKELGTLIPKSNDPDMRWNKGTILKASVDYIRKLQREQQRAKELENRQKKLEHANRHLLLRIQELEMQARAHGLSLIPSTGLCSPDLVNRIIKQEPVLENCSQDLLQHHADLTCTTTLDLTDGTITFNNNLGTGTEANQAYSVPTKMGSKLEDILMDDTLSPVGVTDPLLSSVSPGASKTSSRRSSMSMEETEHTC
# TEAD-YAP inh = TEAD-YAP interaction inhibition. actives 1.4% (n = 640,000). inhibition, % at 9.12 µM. HEK-TIYL cells, TEAD-Gal4/YAP UAS-luciferase luminescence. AID 1259422; in the data active means inhibition above about 32%;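 further: 0% = median of test compound wells and 100% = reference inhibitor wells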
# GPR151 activ = human GPR151 activation. activation, % at 11.2 µM. AID 1508602. actives 1% (n = 650,000). Q8TDV0. PathHunter beta-arrestin GPR151 cells, luminescence; in the data active means activation above about 4.9%;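 further: 0% = median of compound wells and 100% = cells with positive control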
# Target sequence (Q8TDV0 whole entry, looked up): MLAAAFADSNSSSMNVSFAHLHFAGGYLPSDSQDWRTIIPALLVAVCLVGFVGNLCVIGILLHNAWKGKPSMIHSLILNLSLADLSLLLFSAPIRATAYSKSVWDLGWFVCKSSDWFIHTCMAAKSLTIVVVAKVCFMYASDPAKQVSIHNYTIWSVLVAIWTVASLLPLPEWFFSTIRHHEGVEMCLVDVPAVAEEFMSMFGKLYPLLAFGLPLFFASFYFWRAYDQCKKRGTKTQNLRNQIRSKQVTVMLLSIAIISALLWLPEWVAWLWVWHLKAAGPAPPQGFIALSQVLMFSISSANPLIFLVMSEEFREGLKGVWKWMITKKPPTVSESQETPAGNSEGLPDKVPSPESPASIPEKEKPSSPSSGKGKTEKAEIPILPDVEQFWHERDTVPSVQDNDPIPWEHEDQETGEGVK
# FBW7 act = human FBW7 E3 ligase activation, primary screen; actives 0.13% (n = 650,000); AID 1259310; Q969H0; normalized activity (activation), % at 26.1 µM; AlphaScreen FBW7–phospho-cyclin E peptide binding, activator screen; in the data active means normalized activity above about 1.9%;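 further: purified mutant Fbw7 with reduced substrate affinity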
# The depositor's hits bear a star; nt = no result given. Compounds were not picked by outcome (roughly 3.5% active in at least one column).
No.	molecule	MITF inh	TEAD-YAP inh
1	Cc1cc(C)n2c(SCC(=O)NC3CCCC3)nnc2n1	-6	-10
2	CCOC(=O)c1c(NC(=O)c2ccc(S(=O)(=O)N3CCCCCC3)cc2)sc2c1CCN(CC)C2	-3	-4
3	COc1cc(/C=C2/C(=O)NN(c3cc(Cl)cc(Cl)c3)C2=O)cc(OC)c1O	-19	1
4	O=C(COc1ccc2ccc(=O)oc2c1)Nc1ccc2c(c1)OCCO2	-1	-9
5	Cc1c(C(=O)O)n[nH]c1-c1cccs1	4	7
6	S=c1[nH]nc(-c2ccncc2)n1/N=C/C=C/c1ccco1	70*	2
7	COc1cc(-c2nc3ccccc3c(=O)n2Cc2ccccc2C)cc(OC)c1OC	-3	-9
8	CN1C(=O)CC(CC(=O)N2CCCC(c3nc4ccccc4[nH]3)C2)(c2cccc(F)c2)C1=O (centres undefined)	9	9

No.	GPR151 activ	FBW7 act
1	-0.8	-0.2
2	-0.7	0.2
3	0.3	-0.1
4	-1.0	0.8
5	-0.4	-0.1
6	0.5	-0.3
7	1.0	0.2
8	-0.7	0.1

# Other results
No.	molecule	MITF inh	TEAD-YAP inh
9	COc1cc(C2C3=C(CC(C)(C)CC3=O)OC3=C2C(=O)CC(C)(C)C3)ccc1OCC(=O)OCc1ccccc1	2	13
10	CCOc1cc(/C=C2\NC(=S)N(C3CCCCC3)C2=O)ccc1O	3	-2
11	COc1cc(/C=c2\sc3nc(=O)c(Cc4ccccc4)nn3c2=O)ccc1OCc1ccccc1	11	1
12	CCOC(=O)c1c(NC(=O)C(C)Sc2nnc(CNC(=O)c3ccco3)n2-c2ccc(OCC)cc2)sc2c1CCC2 (centres undefined)	-7	-4
13	Cc1ccc(NS(=O)(=O)c2cc(C(=O)N3CCN(C)CC3)ccc2C)c(C)c1	-5	6
14	CCOC(=O)c1c(NC(=O)CSc2nnc(C(F)(F)F)n2N)sc2c1CCC2	0	11
15	O=C1CCC2C(=O)N(Cc3ccccc3)C(=O)C2C1 (centres undefined)	-8	-2
16	Cc1nc(CSc2nc(-c3cccc([N+](=O)[O-])c3)cs2)cs1	3	-22

No.	GPR151 activ	FBW7 act
9	0.4	0.0
10	0.4	-0.1
11	-0.7	-0.1
12	0.1	-0.1
13	-1.1	-0.2
14	-0.5	0.3
15	0.3	0.1
16	-1.0	0.7

# Further results
No.	molecule	MITF inh	TEAD-YAP inh
17	CCOC(=O)c1c(C)[nH]c(C)c1C(=O)COC(=O)COc1ccc2c(c1)CCC2	0	1
18	Fc1ccc(-c2nc3nc(-c4ccc(Cl)cc4Cl)cn3nc2-c2ccc(F)cc2)cc1	7	-9
19	Cc1nc2ccc(C(=O)N3CCC(n4c(C)nc5sc(C)c(C)c5c4=O)CC3)cc2[nH]1	-10	-1
20	Cc1cc2cc(CNc3nncc(-c4ccccc4C)n3)ccc2[nH]1	14	5
21	COc1ccc(Cl)cc1C(=O)Nc1ccc2nc3n(c(=O)c2c1)CCCC3	4	-4
22	O=C(Nc1cc(C(F)(F)F)ccc1Oc1ccc(Cl)c(Cl)c1)c1cccnc1	7	7
23	Cc1ccc(C)c(N2CCN(C(=O)CCCCCn3c(=S)[nH]c4cc5c(cc4c3=O)OCO5)CC2)c1	-6	0
24	COC(=O)C1CCN(C(=O)c2cc3ccccc3oc2=O)CC1	-3	-11

No.	GPR151 activ	FBW7 act
17	1.2	-0.1
18	1.6	0.1
19	1.3	0.0
20	-2.1	0.1
21	0.4	0.3
22	-0.9	0.0
23	0.1	0.0
24	0.6	-0.1

# The results go on.
No.	molecule	MITF inh	TEAD-YAP inh
25	COc1ccc(/C=N/Nc2nncc(=O)[nH]2)cc1	4	-4
26	COc1ccccc1-c1nnc(C2CCN(S(=O)(=O)c3ccc(F)cc3)CC2)s1	-13	-4
27	COc1ccc(Cn2c(=S)[nH]c3ccccc32)cc1	-6	-19
28	O=C(Nc1ccc(Oc2ccc(Br)cc2)cc1)C1C2CC3OC(=O)C1C3C2 (centres undefined)	-20	2
29	COc1cc(N)ccc1NC(=O)c1ccncc1	6	-12
30	CCCCOc1ccc(/C=N/Nc2nc(C)cc(C)n2)cc1	-3	-14
31	CC(=O)Nc1ccc(Cl)c(-c2nc3ccccc3s2)c1	3	21
32	CC(C)NC(=O)/C(C#N)=C/c1ccc(OCC(=O)O)cc1	2	5

No.	GPR151 activ	FBW7 act
25	-1.1	-0.4
26	0.0	0.0
27	0.8	0.0
28	-1.9	0.1
29	-0.5	0.0
30	0.0	-0.3
31	-0.2	0.1
32	0.6	0.4

# (cont.)
No.	molecule	MITF inh	TEAD-YAP inh
33	COc1cc2c(cc1OC)C(COc1ccccc1OC)N(C(=O)c1ccccc1C(F)(F)F)CC2 (centres undefined)	4	14
34	CCN(CC)C(=O)C(=O)NC(C)C(c1cccs1)N1CCN(C)CC1 (centres undefined)	-4	-5
35	CCOC(=O)C1=C(C)N(C)C(=S)NC1c1ccc(OCc2ccccc2)c(OC)c1 (centres undefined)	13	-27
36	COc1ccc(CCNc2nc(N3CCOCC3)nc3nc[nH]c23)cc1	8	-13
37	COc1ccc2[nH]c(=O)c(CN(C(C)=O)c3ccc(C)cc3)cc2c1	14	15
38	COc1ccccc1CC(=O)NNC(=O)c1ccccc1C	14	-5
39	CCC1(C(=O)O)NC(c2cccc(OC)c2O)C2C(=O)N(c3ccccc3)C(=O)C21 (centres undefined)	-5	-1
40	O=C1c2ccccc2C(=O)N1CCS(=O)(=O)OCC(F)(F)C(F)F	2	-5

No.	GPR151 activ	FBW7 act
33	-0.3	-0.1
34	-0.1	0.0
35	1.3	0.0
36	2.8	-0.2
37	0.3	0.6
38	-1.3	0.2
39	-1.1	-0.1
40	-0.2	0.1

# Next part:
No.	molecule	MITF inh	TEAD-YAP inh
41	Cc1cccc(N2CC(C(=O)Nc3ccc(Cl)cc3Cl)CC2=O)c1C (centres undefined)	-5	-2
42	O=C(CCn1nnc2ccccc21)N/N=C\c1ccc(Cl)cc1Cl	1	7
43	COc1ccc(NC(=O)Cn2c(=O)c(CNc3ccccc3)cc3cc4c(cc32)OCCO4)cc1	-5	-14
44	CS(=O)(=O)c1cccc(N2CCN(Cc3cccc(C(F)(F)F)c3)C2=O)c1	3	1
45	COC(=O)Cn1c(CN2CCc3ccccc3C2)nc2c1c(=O)n(C)c(=O)n2C	3	4
46	CC1(C(=O)Nc2ccc3c(c2)OC2(CCCCC2)O3)CC1(Cl)Cl (centres undefined)	0	-19
47	O=C(COc1ccccc1)N1CCN(S(=O)(=O)c2ccc([N+](=O)[O-])cc2)CC1	8	-2
48	COC(=O)c1ccc(Nc2ncnc3scc(-c4ccccc4)c23)cc1	8	-1

No.	GPR151 activ	FBW7 act
41	-0.8	-0.2
42	1.1	-0.1
43	-0.7	0.1
44	-1.3	0.0
45	1.4	0.0
46	1.6	-0.2
47	-1.3	0.0
48	-0.1	0.2

# Next part
No.	molecule	MITF inh	TEAD-YAP inh
49	O=C1CCCN1CCn1cnc2c(NCCO)nc(Nc3cnccn3)nc21	30	-2
50	CCCn1c2ccccc2c2nnc(SCC(=O)Nc3ccccc3C#N)nc21	-3	-6
51	O=C(O)CC/C(=N/NC(=O)c1ccccc1F)C(=O)O	19	-43
52	O=C1CS/C(=N\C(=O)NC2CCCCC2)N1	13	1
53	CCC(=O)N(CCOC)Cc1cc2cc(C)cc(C)c2nc1Cl	2	6
54	COCOc1ccc(-c2nc(-c3cnc(OC)nc3OC)cnc2N)cc1	17	1
55	O=S(=O)(c1ccc(-c2csc(=Nc3cccc4ccccc34)n2CCCCO)cc1)N1CCCCC1	13	4
56	Cc1nc2ccccc2c2nc(NC(=O)c3sc4ccccc4c3Cl)nn12	3	-5

No.	GPR151 activ	FBW7 act
49	-0.5	-0.2
50	-0.4	0.0
51	-0.6	-0.1
52	-1.7	0.8
53	1.6	0.1
54	0.1	0.0
55	0.0	-0.3
56	0.8	0.1

# Next section:
No.	molecule	MITF inh	TEAD-YAP inh
57	CCOC(=O)CNC(=O)CSc1ncccc1-c1nc2cc(C)c(C)cc2[nH]1	20	7
58	Cc1ccc(S(=O)(=O)N(CC(=O)Nc2c(C)n(C)n(-c3ccccc3)c2=O)c2ccccc2F)cc1	-6	3
59	CC1(C2CC2)NC(=O)N(CC(=O)NCC(F)(F)F)C1=O (centres undefined)	12	0
60	CCC(C)Sc1nc2c(c(=O)n1-c1ccc([N+](=O)[O-])cc1)SCC2 (centres undefined)	5	-7
61	O=c1cnnc(Nc2ccccc2Cl)[nH]1	3	-1
62	CCCN(Cc1ccccc1)C(=O)c1ccc(N2C(=O)c3cccnc3C2=O)cc1	32	7
63	COc1ccc(C)cc1NC(=O)CN1CCC(C(N)=O)CC1	-6	-3
64	CCOc1ccc(C(=O)Nc2cccc(Cl)c2Cl)cc1	-5	-61

No.	GPR151 activ	FBW7 act
57	-11	0.7
58	-2.2	-0.3
59	0.2	0.4
60	0.3	-0.1
61	-2.0	0.0
62	-2.1	-0.3
63	0.9	0.0
64	-1.6	0.1

# The list continues.
No.	molecule	MITF inh	TEAD-YAP inh
65	CCC1CN(CC(=O)NCC2CCOCC2)Cc2ccc(Cl)cc2O1 (centres undefined)	7	0
66	COc1ccc(CC(=O)Nc2ccc(Nc3ccc(C)nn3)cc2)cc1	-1	-16
67	CCOC(=O)c1c(C)c(C(=O)NCCc2ccccc2OC)c(C)n1CC	-2	-14
68	CCOc1ccc2c(c1)-c1c(sn(-c3ccc(C(C)C)cc3)c1=S)C(C)(C)N2	-12	4
69	Cc1nc2c(C(=O)N3CCOCC3)cnn2c(C)c1Cc1ccc(F)cc1	0	-5
70	COc1cc2nc(CN3c4ccccc4CC3C)[nH]c(=O)c2cc1OC (centres undefined)	1	48*
71	O=C(CSc1nc2cc3c(cc2c(=O)n1Cc1ccc(C(=O)N2CCN(c4ccccc4)CC2)cc1)OCO3)c1ccc(F)cc1	-8	-2
72	COc1ccc(NC(=O)Cn2ccn(-c3ccccc3)c(=O)c2=O)cc1OC	2	18

No.	GPR151 activ	FBW7 act
65	-1.2	1.1
66	-1.0	-0.2
67	0.6	0.1
68	-0.9	-0.2
69	1.4	0.0
70	1.3	-0.1
71	-0.4	-0.1
72	-1.3	0.3

# Next records.
No.	molecule	MITF inh	TEAD-YAP inh
73	CC1=C(C(=O)Nc2cc(C)ccn2)C(c2ccc(F)cc2)C2=C(CC(C)(C)CC2=O)N1 (centres undefined)	-2	18
74	CCOC(=O)C1=C(C)N=c2s/c(=C\c3c[nH]c4ccccc34)c(=O)n2C1c1ccc(OC)cc1OC (centres undefined)	-3	21
75	CC(=O)OC[C@H]1O[C@@H](O/N=C2\C[C@@H](O)[C@@H](O)[C@@H]3[C@@H]4C(=O)N(c5ccc(F)cc5F)C(=O)[C@@H]4CC[C@@H]23)C(OC(C)=O)[C@@H](OC(C)=O)C1OC(C)=O (some centres undefined)	8	nt
76	O=C(Cc1ccc(F)cc1)Nc1nc(-c2cccs2)cs1	10	-4

No.	GPR151 activ	FBW7 act
73	1.6	0.4
74	2.0	0.2
75	1.8	-0.1
76	0.3	0.0

# 16 compounds from above, ordered by length of the SMILES, smallest number first:
No.	molecule	MITF inh	TEAD-YAP inh
76	O=C(Cc1ccc(F)cc1)Nc1nc(-c2cccs2)cs1	10	-4
63	COc1ccc(C)cc1NC(=O)CN1CCC(C(N)=O)CC1	-6	-3
65	CCC1CN(CC(=O)NCC2CCOCC2)Cc2ccc(Cl)cc2O1 (centres undefined)	7	0
42	O=C(CCn1nnc2ccccc21)N/N=C\c1ccc(Cl)cc1Cl	1	7
48	COC(=O)c1ccc(Nc2ncnc3scc(-c4ccccc4)c23)cc1	8	-1
40	O=C1c2ccccc2C(=O)N1CCS(=O)(=O)OCC(F)(F)C(F)F	2	-5
72	COc1ccc(NC(=O)Cn2ccn(-c3ccccc3)c(=O)c2=O)cc1OC	2	18
57	CCOC(=O)CNC(=O)CSc1ncccc1-c1nc2cc(C)c(C)cc2[nH]1	20	7
62	CCCN(Cc1ccccc1)C(=O)c1ccc(N2C(=O)c3cccnc3C2=O)cc1	32	7
3	COc1cc(/C=C2/C(=O)NN(c3cc(Cl)cc(Cl)c3)C2=O)cc(OC)c1O	-19	1

No.	GPR151 activ	FBW7 act
76	0.3	0.0
63	0.9	0.0
65	-1.2	1.1
42	1.1	-0.1
48	-0.1	0.2
40	-0.2	0.1
72	-1.3	0.3
57	-11	0.7
62	-2.1	-0.3
3	0.3	-0.1

No.	molecule	MITF inh	TEAD-YAP inh
68	CCOc1ccc2c(c1)-c1c(sn(-c3ccc(C(C)C)cc3)c1=S)C(C)(C)N2	-12	4
47	O=C(COc1ccccc1)N1CCN(S(=O)(=O)c2ccc([N+](=O)[O-])cc2)CC1	8	-2
43	COc1ccc(NC(=O)Cn2c(=O)c(CNc3ccccc3)cc3cc4c(cc32)OCCO4)cc1	-5	-14
8	CN1C(=O)CC(CC(=O)N2CCCC(c3nc4ccccc4[nH]3)C2)(c2cccc(F)c2)C1=O (centres undefined)	9	9
23	Cc1ccc(C)c(N2CCN(C(=O)CCCCCn3c(=S)[nH]c4cc5c(cc4c3=O)OCO5)CC2)c1	-6	0
75	CC(=O)OC[C@H]1O[C@@H](O/N=C2\C[C@@H](O)[C@@H](O)[C@@H]3[C@@H]4C(=O)N(c5ccc(F)cc5F)C(=O)[C@@H]4CC[C@@H]23)C(OC(C)=O)[C@@H](OC(C)=O)C1OC(C)=O (some centres undefined)	8	nt

No.	GPR151 activ	FBW7 act
68	-0.9	-0.2
47	-1.3	0.0
43	-0.7	0.1
8	-0.7	0.1
23	0.1	0.0
75	1.8	-0.1
